# High-throughput results deposited in PubChem BioAssay by National Center for Advancing Translational Sciences (NCATS).
# ATXN2 expr inh – ATXN2 expression inhibition; 0.72% of 360,000 active; Potency, µM (doses to about 57 µM), without a hit: at the top dose activity change, negative = inhibition, most hits filed as inhibitors; AID 1745845; HEK-293 ATXN2-luciferase reporter, luminescence, 24 h; also: potency is read from the fitted curve at half-maximal effect; % is scaled to controls: 0 for no effect and ±100 for the full control effect; nearly all actives have a fitted effect of over 55% in size
#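 ATXN2-luciferase reporter cells (luciferase flanked by upstream and downstream ATXN2 gene portions) were treated 24 h at 37 °C with compounds at up to 57 uM. SteadyGlo luminescence gave expression; GF-AFC fluorescence gave viability.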
# S2 tox – viability counter-screen for ATXN expression inhibitors. 0.49% of 400,000 active. S2 cells (HEK-293 line with an ATXN2-luciferase reporter) viability, CellTiter-Fluor protease fluorescence, 24 h. AID 651635. Potency, µM (series often up to 56.7 µM), most hits filed as cytotoxic; also: potency is read from the fitted curve at half-maximal effect; nearly all actives have a fitted effect of over 40% in size
# IL1B secr inh – inhibitors of inflammasome signaling (IL-1 beta secretion) | THP-1 LPS/ATP IL-1B secretion, AlphaLISA, 16 h; hits give low values | activity change, % at 57.5 µM | 4.7% of 360,000 active | AID 743279; in the data active = activity change below about -50%; inconclusive = mostly about -30% to -49%; also: % is scaled to controls: 0 for no effect and ±100 for the full control effect
#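 THP-1 cells pretreated 1 hr with compounds (up to 57.5 uM final), then stimulated with LPS (250 ng/mL final) plus ATP (1.25 mM final); secreted IL-1B measured by AlphaLISA after 16 hr, decreased signal indicating inhibition.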
# MCF10A rerep – inducers of DNA re-replication in MCF 10A breast cells | MCF 10A DNA re-replication, Hoechst nuclear intensity, 48 h | Potency, µM (highest dose often 46.1 µM), inactives show at the highest dose activity, positive = re-replication, actives largely listed as activators | 2.9% of 350,000 active; also: potency is read from the fitted curve at half-maximal effect; % of control where 0% means no effect; nearly all actives have a fitted effect of over 50% in size
# A549 tox – kills or reduces viability of A549 cells in Nrf2 counter-screen. A549 ARE-Fluc cells, CellTiter-Fluor viability, 18-24 h. Potency, µM (top dose mostly 46 µM), inactives show at the highest dose activity change, negative = cytotoxicity, most hits filed as inhibitors. 0.16% of 390,000 active. AID 504648; also: potency is read from the fitted curve at half-maximal effect; % is scaled to controls: 0 for no effect and ±100 for the full control effect
#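 Cytotoxicity counterscreen: CellTiter-Fluor fluorescence was measured in A549 ARE_Fluc cells after 18-24 h of compound exposure in a concentration series. The subsequent BugLite luminescent read reports ARE-luciferase activity.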
# Nrf2 block – blocks Nrf2 signaling. Potency, µM (top dose mostly 46 µM), for inactives: at the top dose activity change, negative = inhibition, usual class: inhibitors. 2.1% of 360,000 active. A549 ARE-Fluc reporter, luciferase luminescence, 18-24 h. AID 504444; also: potency is read from the fitted curve at half-maximal effect; % is scaled to controls: 0 for no effect and ±100 for the full control effect; nearly all actives have a fitted effect of over 60% in size
#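 Concentration-response testing used A549 ARE_Fluc cells at 5000 cells/well. Following an 18-24 h compound incubation, viability was read by fluorescence (Ex 405/Em 525) and luciferase output by luminescence.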
# Nrf2 ARE act – Nrf2 pathway activation; Potency, µM (series often up to 46.1 µM), for inactives: top-dose activation, usual class: activators; AREc32 ARE-luciferase reporter (MCF7-derived line), luminescence, 24 h; AID 624171; 0.31% of 410,000 active; also: potency is read from the fitted curve at half-maximal effect; % of control where 0% means no effect; nearly all actives have a fitted effect of over 65% in size
#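 Luminescent ARE reporter assay in AREc32_Fluc cells: overnight plating at 37 deg C, 24 hr compound incubation, Steady-Glo added, 30 min RT before reading.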
# HepG2 viability – HepG2 cytotoxicity, counter-screen for TGF-b inhibitors | HepG2 CAGA-GFP viability, ATP luminescence, 18 h | Potency, µM (doses to about 46.1 µM), for the others: at the top dose activity change, negative = cytotoxicity, hits mostly cytotoxic | 0.76% of 410,000 active | AID 588856; also: potency is read from the fitted curve at half-maximal effect; some results filed as inactive show a strong effect at the top dose
#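 HepG2 CAGA-GFP cells (1000/well, DMEM with 1% FBS) received compound, then TGF-beta at 500 pg/mL final, and were incubated 18 hours at 37 degrees C. Viability was read by CellTiter-Glo luminescence. Media-only wells were set as complete cell-killing and DMSO as no toxicity.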
# TGFb SMAD3 inh – inhibitors of TGF-b signaling. HepG2 CAGA-GFP TGF-b/SMAD3 reporter, GFP fluorescence, 18 h; TGF-beta stimulated, 500 pg/mL final. Potency, µM (top dose mostly 46.1 µM), inactives show at the highest dose activity, negative = inhibition, hits mostly inhibitors. 1.2% of 410,000 active. AID 588855; also: potency is read from the fitted curve at half-maximal effect; % is scaled to controls: 0 for no effect and ±100 for the full control effect; nearly all actives have a fitted effect of over 65% in size
#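 Read-out: total well GFP (ex488/em500-530) summed from mean per-cell fluorescence. Cells: HEPG2 CAGA-GFP, 1% FBS DMEM, 18 h at 37 degrees C with 500 pg/mL final TGF-beta. Unstimulated wells served as the full-inhibition control; stimulated DMSO wells = 0%.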
# * hit, by the source's call; i = inactive; ? = inconclusive; . = not tested or not shown; [ ] = dose if it differs, or a comment. Unless noted, calls follow the shape of the dose curve; as a rule, active = well fitted curve in the direction sought with a large enough effect; inconclusive = small, poorly fitted or top-dose-only effect, or another doubt; inactive = no such curve, though single readings can be large; an effect the other way counts as inactive or inconclusive. Random draw from the library, and some 8.8% of all compounds hit somewhere here.
item	molecule	ATXN2 expr inh	S2 tox	IL1B secr inh	MCF10A rerep	A549 tox	Nrf2 block	Nrf2 ARE act	HepG2 viability	TGFb SMAD3 inh
1	CCOc1ccc(/C=C2\SC(=S)N(NS(=O)(=O)c3ccc(C)cc3)C2=O)cc1OC	5%	i	25	?	-11%	29%	0.1%	2%	18%
2	Cc1ccccc1CSc1nnc(C)c(=O)[nH]1	5%	i	3	0%	0%	5%	-0.5%	0%	-12%
3	COC(=O)C1C(=O)C2=C(CC1C)Nc1ccccc1NC2c1cccs1 (stereo not given)	.	i	0	12%	-7%	4%	-0.7%	-3%	-2%
4	Cc1ccnc(NC(=O)Nc2ccc3c(c2)OCO3)c1	.	i	-15	3%	-2%	?	1.4%	9%	8%
5	Cc1cc(N=NC(=O)c2ccccc2O)c2ccccc2c1O	6%	i	0	3%	?	?	-0.2%	-12%	-27%
6	CC(C)(C)NC(=O)COC(=O)c1ccc(NC(=O)CC#N)cc1	-6%	i	41	5%	-5%	?	-0.4%	6%	9%
7	CCc1noc(C)c1C(=O)NNC(=O)c1nn(CC)c(=O)c2ccccc12	-7%	?	-1	-3%	-8%	-6%	-0.4%	3%	-2%
8	Cc1ccc(C)c(NC(=O)COC(=O)c2nn(C)c(=O)c3ccccc23)c1	-3%	i	5	0%	0%	2%	0.8%	2%	2%
9	c1ccc(-c2cccc(-c3ccccn3)n2)nc1	?	?	47	?	?	?	5.9%	-56%	42%[activator]
10	N#Cc1c(F)cccc1NCc1cccs1	-19%	i	0	-5%	11%	-12%	0.1%	105%	0%
11	C/C(CC(=O)Nc1cc(C)ccn1)=N\NC(=O)c1cccc(F)c1	60%[activator]	i	-7	12%	3%	?	2.5%	-5%	-1%
12	COCC(C)n1c(C)cc(C(=O)CSc2nnnn2-c2ccc(O)cc2)c1C (stereo not given)	6%	i	-3	9%	-4%	?	6.4%	-14%	-8%
13	Brc1ccc(CN2CCCCCC2)cc1	-18%	i	10	-1%	-3%	-1%	2.3%	-7%	12%
14	O=C(COC(=O)CCC(=O)c1ccc(F)cc1)NC1CCCCC1	-4%	i	24	-8%	11%	1%	4.6%	-3%	-6%
15	O=C(Nc1ccc(F)cc1)C1CCC(N2C(=O)c3ccccc3C2=O)CC1 (stereo not given)	?	?	-3	-20%	-3%	-21%	0.4%	-6%	-21%
16	COc1ccccc1C(=O)NCCOc1ccc(C(C)(C)C)cc1	.	i	-9	15%	4%	-19%	3.4%	-34%	-19%
17	CCOC(=O)C1=C(C)SC2=NS(=O)(=O)CCN21	0%	i	31	-1%	1%	8%	0.1%	-6%	19%
18	O=C(Cn1c(=O)nc(-c2ccccc2)c2ccccc21)Nc1ccc(Cl)c(C(F)(F)F)c1	.	.	.	.	0%	.	0.1%	-4%	2%
19	CCc1ccc(NC(=O)N(CCN2CCOCC2)Cc2ccc3c(c2)CCCN3CC)cc1	-6%	i	-16	18%	16µM*	?	3.3%	-20%	-3%
20	CCOC(=O)CNC(=O)Cn1cnc2c(nnn2-c2ccccc2)c1=O	4%	i	-4	0%	-7%	-11%	-1.5%	0%	5%
21	CCOc1ccc2[nH]c(SCC(=O)OC)c([N+](=O)[O-])c2c1	9%	i	21	?	-5%	?	0.4%	-25%	11%
22	OCC1(c2cc(C(F)(F)F)n[nH]2)CCCCC1	1%	i	3	0%	-4%	-21%	0.6%	-7%	-8%
23	O=C(CN1C2=NCCCN2c2ccccc21)c1cccc(Br)c1	-14%	?	-26	1%	-8%	11%	14%	-38%	?
24	CCCN1CCN(C(c2cc3cc4c(cc3[nH]c2=O)OCO4)c2nnnn2C(C)(C)C)CC1 (stereo not given)	5%	i	-3	9%	0%	0%	0.5%	9%	10%
25	Nn1c(SCC(=O)Nc2ccccc2)nnc1-c1cccnc1	-5%	i	-9	0%	0%	.	0.3%	8%	-12%
26	CC(CN1CCOCC1)OC(=O)c1ccc(Cl)cc1Cl (stereo not given)	.	i	15	0%	-4%	6%	-0.4%	-1%	5%
27	CCCOc1ccc(CC(=O)N/N=C\c2ccc(F)cc2)cc1	-2%	i	-2	2%	9%	-9%	0.5%	-9%	0%
28	COc1cc2c(cc1OC)-c1cc(Nc3ccccc3C)nc(=O)n1CC2	55%[activator]	i	-13	2%	-1%	?	9.4%	-6%	5%
29	O=c1cc(N2CCc3ccccc3C2)[nH]c(=O)n1-c1ccc(Br)cc1	-17%	i	-2	0%	-8%	18%	-0.3%	8%	1%
30	O=C(C1CCCN(c2nnc(-n3cccc3)s2)C1)N1CCN(c2ccccc2)CC1 (stereo not given)	-35%	i	?	?	2%	9%	-0.6%	-8%	-11%
31	COc1ccc(C(=O)Nc2c(O)ccc3ccccc23)cc1OC	2%	i	18	0%	2%	0%	8.1%	4%	13%
32	COc1ccccc1S(=O)(=O)N(C)C[C@H]1Oc2ncc(Br)cc2C(=O)N([C@H](C)CO)C[C@H]1C	6%	?	13	.	.	.	0.3%	4%	12%
33	CC(C)(C)c1ccc(OC(=O)Cn2c(C(F)(F)F)nc3ccccc32)cc1	-24%	i	7	-5%	-3%	-9%	-1.6%	-1%	-3%
34	COCC(C)OC(=O)c1c(N)n(CCCN2CCOCC2)c2nc3ccccc3nc12 (stereo not given)	0%	.	-23	?	1%	13%	1.8%	-11%	11%
35	CCOC(=O)C1CCN(Cc2nnc(-c3ccccc3C)o2)CC1	4%	i	48	5%	4%	13%	0.1%	1%	0%
36	CCNS(=O)(=O)c1ccc(NC(=S)NCc2ccco2)cc1	2%	i	0	1%	-1%	-11%	23%	3%	0%

# As entered above:
# A549 tox result of O=C(C1CCCN(c2nnc(-n3cccc3)s2)C1)N1CCN(c2ccccc2)CC1 (stereo not given) : 2%
# IL1B secr inh result of CC(C)(C)c1ccc(OC(=O)Cn2c(C(F)(F)F)nc3ccccc32)cc1 : 7

# (continued)
item	molecule	ATXN2 expr inh	S2 tox	IL1B secr inh	MCF10A rerep	A549 tox	Nrf2 block	Nrf2 ARE act	HepG2 viability	TGFb SMAD3 inh
37	Cc1cc(OCc2cc(C(=O)N(C)CCc3cnn(C)c3)no2)cc(C)c1Cl	16%	i	-59*	9%	7%	?	0.8%	-29%	-15%
38	CC(C)COCC(O)CCC(=O)NNC(=S)Nc1ccccc1 (stereo not given)	-8%	?	-4	3%	3%	7%	0.5%	-26%	?
39	Cc1cc(C)cc(NC(=O)Cn2cc(C=O)c3ccccc32)c1	-19%	.	10	?	7%	-4%	0.4%	-30%	?
40	COc1cccc(OC)c1C(=O)NC(C)c1ccccc1 (stereo not given)	-4%	i	14	-8%	-2%	-3%	-0.6%	8%	12%
41	COc1ccc(-c2cn3cc(C(=O)NN)ccc3n2)cc1	3%	i	-2	-1%	1%	?	2.6%	-3%	0%
42	COc1ccc(S(=O)(=O)Nc2noc3ccccc23)cc1OC	-14%	i	0	5%	3%	13%	-0.2%	29%	3%
43	O=C(O)C1(c2ccccc2)CCN(S(=O)(=O)c2ccc(Cl)cc2)CC1	-4%	i	3	-5%	-3%	-18%	-0.7%	-5%	18%
44	OCCC1CN(Cc2cnc(-c3ccccc3)s2)CCN1C1CCCCC1 (stereo not given)	-18%	?	-3	-10%	?	-5%	-0.2%	-22%	0%
45	CCN(CC)c1ccc2c(c1)C(=O)N(C)C2=O	23%	i	-3	2%	-3%	13%	3.2%	-2%	-2%
46	Cc1cc(C(=O)OCC(=O)Nc2nnc(C(C)C)s2)c2ccccc2n1	-1%	i	0	-8%	5%	-6%	1.8%	-13%	-2%
47	N#CCCN(C(=O)COC(=O)c1ccc2c(=O)n3c(nc2c1)CCC3)c1ccccc1	-15%	i	7	3%	-3%	7%	-0.6%	-2%	-15%
48	Cc1nnsc1-c1nc2ccccc2[nH]1	1%	i	38	4%	-7%	0%	-0.2%	-15%	-6%
49	CC(=O)N(c1nc(CCl)cs1)c1c(C)cc(C)cc1C	-5%	i	7	?	5%	3%	0.2%	0%	2%
50	O=C(NCCc1ccc(Cl)cc1)c1nnc(Cc2ccc(Cl)cc2)o1	-12%	i	-26	13%	-6%	8%	-0.1%	-3%	-7%
51	O=C(Nc1ccncc1)c1cc(S(=O)(=O)N2CCN(c3ccccc3)CC2)ccc1Cl	6%	?	-9	10%	-1%	?	0.1%	-2%	3%
52	COc1cc2c(c(OC)c1OC)-c1ccc(N(C)CC(OC)OC)c(=O)cc1[C@@H](NC(C)=O)CC2	38%	i	74	0.58µM*	?	?	-0.1%	0%	?
53	Cc1nc2c3ccccc3nc(NNC(=O)CCC(=O)NCCN3CCN(c4ccccc4F)CC3)n2n1	-3%	i	-23	2%	5%	1%	-0.6%	4%	8%
54	Cc1nn(CCC(=O)NNC(=S)NCC(C)C)c(C)c1Br	-9%	i	12	-4%	8%	2%	0.1%	-29%	?
55	O=C1CC(NS(=O)(=O)c2cccnc2)CN1c1cccc(F)c1 (stereo not given)	16%	i	16	0%	0%	3%	-0.5%	-13%	-10%
56	CCOc1ccc(S(=O)(=O)N(CC)CC(=O)NCc2ccco2)cc1C	?	i	-5	2%	?	?	0.2%	4%	0%
57	Cc1ccccc1-n1nc(C)c2cc(C(=O)N3CCN(S(=O)(=O)c4ccc(Cl)cc4)CC3)sc21	-7%	i	-25	18%	-27%	13µM*	2.9%	1%	-20%

# IL1B secr inh, hit marks shown above
No.	molecule	IL1B secr inh	Nrf2 ARE act	TGFb SMAD3 inh
37	Cc1cc(OCc2cc(C(=O)N(C)CCc3cnn(C)c3)no2)cc(C)c1Cl	-59*	0.8%	-15%
